KDM5B inhibitor: inhibitors of human KDM5B histone demethylase | Q9UGL1 | KDM5B demethylase, FDH-coupled NADH fluorescence (FDH is formaldehyde dehydrogenase) | Potency, µM (highest dose often 57.7 µM), without a hit: top-dose activity change, negative = inhibition, usual class: inhibitors | 220,000 tested, 2.6% active | AID 1347165; active = well fitted inhibition curve with a large enough effect; inconclusive = small, poorly fitted or top-dose-only effect; inactive = no such curve, though single readings can be large or run the other way; also: 0% is about no effect; nearly all actives have a fitted effect of over 70% in size
Target sequence (Q9UGL1 whole entry, looked up): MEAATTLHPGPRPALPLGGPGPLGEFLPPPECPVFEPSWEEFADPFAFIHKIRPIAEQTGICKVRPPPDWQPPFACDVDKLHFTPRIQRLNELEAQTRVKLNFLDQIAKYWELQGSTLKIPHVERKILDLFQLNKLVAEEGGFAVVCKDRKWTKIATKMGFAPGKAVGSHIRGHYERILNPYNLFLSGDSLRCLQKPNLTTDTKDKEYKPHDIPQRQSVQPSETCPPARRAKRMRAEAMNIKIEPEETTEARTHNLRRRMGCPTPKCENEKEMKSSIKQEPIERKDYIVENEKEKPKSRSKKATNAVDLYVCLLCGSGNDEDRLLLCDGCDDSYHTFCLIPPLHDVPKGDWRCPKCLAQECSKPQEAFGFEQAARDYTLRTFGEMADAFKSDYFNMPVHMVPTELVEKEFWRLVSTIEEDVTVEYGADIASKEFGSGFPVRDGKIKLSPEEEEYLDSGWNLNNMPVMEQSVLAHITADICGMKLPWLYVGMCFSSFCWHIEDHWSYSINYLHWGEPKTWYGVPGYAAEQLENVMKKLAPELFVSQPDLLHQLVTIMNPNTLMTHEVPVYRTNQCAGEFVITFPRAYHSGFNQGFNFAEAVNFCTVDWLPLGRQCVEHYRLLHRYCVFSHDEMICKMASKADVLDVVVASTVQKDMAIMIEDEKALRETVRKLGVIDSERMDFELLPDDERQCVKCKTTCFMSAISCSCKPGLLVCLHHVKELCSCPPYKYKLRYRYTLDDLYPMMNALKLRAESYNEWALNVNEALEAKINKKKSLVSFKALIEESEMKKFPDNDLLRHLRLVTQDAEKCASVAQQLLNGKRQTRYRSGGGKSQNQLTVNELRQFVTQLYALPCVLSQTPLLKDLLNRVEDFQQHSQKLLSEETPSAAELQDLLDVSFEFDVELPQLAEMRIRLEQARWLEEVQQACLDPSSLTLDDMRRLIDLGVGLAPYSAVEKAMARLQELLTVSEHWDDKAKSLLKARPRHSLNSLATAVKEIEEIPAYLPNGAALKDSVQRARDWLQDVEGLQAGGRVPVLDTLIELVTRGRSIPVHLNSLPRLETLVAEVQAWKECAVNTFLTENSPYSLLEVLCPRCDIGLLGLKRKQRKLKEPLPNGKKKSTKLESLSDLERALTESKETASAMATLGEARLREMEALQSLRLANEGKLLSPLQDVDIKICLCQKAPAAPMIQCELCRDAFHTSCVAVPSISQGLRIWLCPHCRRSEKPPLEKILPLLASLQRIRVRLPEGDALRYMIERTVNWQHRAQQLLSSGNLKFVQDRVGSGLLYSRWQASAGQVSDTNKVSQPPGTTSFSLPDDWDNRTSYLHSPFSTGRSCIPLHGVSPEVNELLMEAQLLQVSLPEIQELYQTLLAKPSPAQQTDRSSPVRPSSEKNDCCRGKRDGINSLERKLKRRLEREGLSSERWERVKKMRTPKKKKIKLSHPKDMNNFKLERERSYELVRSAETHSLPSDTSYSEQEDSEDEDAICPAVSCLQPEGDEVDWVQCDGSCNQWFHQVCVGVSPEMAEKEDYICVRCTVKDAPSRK
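KDM5BΔAP (200 nM final) in 50 mM HEPES pH 7.5, 0.01% Tween-20 was preincubated 10 min at RT with compound over a concentration range. Substrate mix (H3K4me3 12.5 µM, α-KG 25 µM, Fe²⁺, ascorbate, NAD⁺, FDH) was added, and NADH fluorescence change over 30 min gave dose-response curves.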
Active calls of the source: *; ? = inconclusive; & = joins results of further samples; [ ] = another dose, or the depositor's remark. Potency is read from the fitted curve at half-maximal effect.

KDM5B inhibitor,compound
?,CCc1ccc(-n2nc(CO)c(C(=O)NCCOC)n2)cc1
-6.6%,O=c1[nH]c2cc3c(cc2c(=O)n1CCc1nc(-c2cccc(C(F)(F)F)c2)no1)OCO3
-11.4%,Cc1c(C(=O)N2CCN(c3ccc(F)cc3)CC2)oc2c1C(=O)CC(C)(C)C2
0.6%,CCC(=O)NC(c1ccccc1)c1cccs1 (stereo not given)
-29.6%,CC(=O)c1ccc(NS(=O)(=O)c2cc(-c3cc(C)no3)ccc2C)cc1
19.2%,Cc1nc2c(c(-c3ccc(Cl)cc3)n1)CCN(C(=O)c1cccc(Cl)c1)CC2
6.0%,O=C(CSc1nnc(C2CC2)o1)c1c[nH]c2ccccc12
11.4%,COc1ccc(NS(=O)(=O)c2ccc(NC(=O)C(CCSC)NC(N)=O)cc2)cc1 (stereo not given)
-20.7%,CN(CCc1ccccc1)C(=O)c1cc(-c2ccc[nH]2)n[nH]1
-6.6%,O=C(NCc1cccnc1)c1nc(-c2ccc(Br)o2)no1
2.9%,CCOc1ccccc1Oc1ncnc2c1oc1ccccc12
28.2µM*,Cc1ccc(NC(=O)c2cc3n(n2)CC(c2ccc4c(c2)OCO4)OC3)cc1Cl (stereo not given)
?,Cc1ccc(CN2CCc3oc(C)c(C(=O)NCCCN4CCN(C)CC4)c3C2)cc1
10.3%,CCn1cc(CN2C[C@@H](COC)[C@H](c3nc(COC)no3)C2)cn1
26.3%,N#Cc1ccc(CCC(=O)NCCc2ccccn2)cc1
16.9%,Cc1noc(-c2cn(C3CCN(C(=O)c4ccc5c(c4)OCO5)C3)nn2)n1 (stereo not given)
18.2%&-5.4%[86.2 µM],CC(C)CCN1CCC2(C1)NC(=O)c1ccccc1CO2 (stereo not given)
?,COc1ccc(-c2nc(C)nc3c2CN([S+](=O)([O-])c2ccc(C)cc2)CC3)cc1
16.6%,N#CC1(c2ccc(NC(=O)c3ccc(Cl)cc3)cc2)CCCC1
?,O=C(NCCc1cccs1)c1ccc(Cn2ccn3nc4c(c3c2=O)CCCC4)cc1
8.6%,NC(=O)NC(=O)COC(=O)CCCc1c[nH]c2ccccc12
?,COc1ccc(-c2cnc([C@@H]3COCCN3)[nH]2)cc1
12.6%,CCCn1c(=O)[nH]c(=O)c2c1nc(CN1CCc3ccccc3C1)n2CCOC
26.8%[149 µM],O=C1COCCN1C1CCN(Cc2ccc(C(F)(F)F)cc2)CC1
3.6%,CCCCn1c(=O)n(CC2CCC(C(=O)NCCCOC)CC2)c(=O)c2sccc21 (stereo not given)
14.7%,CCCCNC(=O)C12CC3CC(C1)CC(c1ccccc1)(C3)C2
-0.5%,O=C1OC2(CCNCC2)CN1Cc1cc(C(F)(F)F)ccc1F
-9.5%,Cc1ccc(-c2nccc(N3CCC(O)C3)n2)c(C)c1 (stereo not given)
-12.4%,CCOC(=O)c1cnc2ccccc2c1Nc1cccc([N+](=O)[O-])c1
-6.8%,Cc1ccc(C(=O)NCc2cccnc2Oc2ccccc2)cn1

KDM5B inhibitor,compound
-6.9%[86.2 µM],CC(=O)N1CCN(C(=O)c2cccs2)[C@H](C(=O)N[C@@H](CC2CCCCC2)C(N)=O)C1
6.4%,CNC(=O)[C@@H]1C[C@H](Oc2ccccc2)CN1C(=O)CCc1ccccc1
-22.9%,CCc1ccc2c(c1)c(=O)c(S(=O)(=O)c1ccc(Cl)cc1)cn2CC
8.9%,Cc1cc(C)c2c(=O)cc(C(=O)Nc3sc4c(c3C(=O)NCc3ccco3)CCCC4)oc2c1
6.9%,O=C(OCCOc1ccccc1Cl)c1ccccc1C(=O)c1ccc(Cl)cc1
-9.9%,CC(C)NCc1ccc(OCc2ccccc2)cc1
-32.2%,COc1cccc(/C=C/c2nc3cc(Cl)ccc3o2)c1
20.4%,COc1ccccc1CCNC(=O)c1ccc(NC(=O)CC2SC(N3CCCC3)=NC2=O)cc1 (stereo not given)
10.7%,O=C(NCc1cccnc1)Nc1ccc(Br)cc1
-7.1%,CCOC(=O)c1ccc(-c2ccccc2)cc1
-2.8%,COc1cc(S(=O)(=O)NCc2ccco2)ccc1NC(C)=O
7.1%,O=C(NCc1ccccc1)C1CCC(=O)N1C1CCN(C(=O)c2ccc(F)cc2F)CC1 (stereo not given)
-23.7%,COc1cccc(-c2ccc(NC(=O)C3CCCN(Cc4cc(C(C)C)n[nH]4)C3)cc2)c1 (stereo not given)
13.2%,COc1ccc(CNC(=O)N2CCC(OC3CCN(S(C)(=O)=O)CC3)CC2)cc1
-16.4%[86.2 µM],CC1=C[C@@H](CNC(=O)C2CCCCC2)[C@H](C(C)C)C[C@H]1CC(=O)NCc1cccnc1
-18.6%,COc1ccc(Cc2nc3nccc(-c4cccs4)n3n2)cc1
35.5µM*,Cc1noc(-c2cccs2)c1C(=O)NCCC(c1ccccc1)c1ccccc1
21.5%,Cc1ccccc1CS(=O)Cc1ccc(Cl)cc1Cl (stereo not given)
?,CC(=O)Nc1ccc2nc3c(=O)n(C)c(=O)n(C)c3nc2c1C
1.0%,Cc1cccc(C(=O)N2C(C(=O)NCc3ccccc3)COC23CCN(C(=O)CC(C)(C)C)CC3)c1 (stereo not given)
20.3%,N#CCSc1nc2cc(C(=O)NCc3ccccc3)ccc2c(=O)n1CCc1ccccc1
?,CCOC(=O)c1ccc(NC(=O)N2Cc3[nH]cnc3C[C@H]2c2nc(-c3cccc(C)c3)no2)cc1
25.7%,CCc1ccc(C(=O)COC(=O)Cc2ccsc2)cc1
-13.9%,COc1ccc(-c2cc(C(=O)Nc3c(C)n(C)n(-c4ccccc4)c3=O)c3ccccc3n2)cc1OC
-21.3%,COCC(=O)N1CC[C@@H](CC(=O)O)[C@@H](CCN2CCC(n3c(=O)[nH]c4ccccc43)CC2)C1
-29.1%,Cc1ccc(C2=NC3(CCN(C(=O)c4ccco4)CC3)ON2)cc1
-10.2%,COC(=O)c1c(NC(=O)c2ccco2)sc2c1CCN(C(C)C)C2
18.3%,Cc1c(C(=O)N2CCC(c3nc4ccccc4o3)CC2)oc2ccc(Cl)cc12
11.4%,CC(C)C(=O)Nc1ccc(S(=O)(=O)NCCn2nc(-c3ccccc3)ccc2=O)cc1
13.8%,CCOc1ccc(C2CC(c3ccccc3NS(C)(=O)=O)=NN2C(=O)CC)cc1 (stereo not given)

KDM5B inhibitor,compound
12.0%,CC(=O)c1cccc(NC(=O)c2n[nH]c(=O)c3ccccc23)c1
-8.2%,Oc1ccc(Cl)cc1C1=Nc2ccccc2N=C(c2ccccc2)C1
-11.5%,CCCSc1ncc(Cl)c(C(=O)Nc2sc3c(c2C(=O)NCC)CCCC3)n1
?,CCc1ccc(-n2nc(C)c3c(C(=O)Nc4cccc(C(F)(F)F)c4)cc(C)nc32)cc1
-19.6%,O=C([C@@H]1C[C@H](F)CN1S(=O)(=O)c1cccc(F)c1)N1CCc2ccccc2C1
-20.0%,COc1cc(OC)c(N(C)C(=O)CSc2c3c(nc4ccc(Cl)cc24)CCCC3)cc1Cl
-24.0%,CC(C)CN1CCNC(=O)C1CC(=O)NCc1cc(Cl)ccc1Cl (stereo not given)
-9.2%[86.2 µM],COc1ccc(S(=O)(=O)N[C@H]2[C@H](O)[C@H](O)C[C@@H]2c2ccc(C(F)(F)F)cc2)cc1
3.5%,CN1C(=O)CCCCC1C(=O)NC1CCCCC1 (stereo not given)
16.3%,O=C(N[C@H]1CO[C@H]2[C@@H]1OC[C@@H]2n1nnnc1Oc1ccc(-n2cncn2)cc1)N1CCOCC1
?,COc1ccc2c(Sc3ccc(Cl)cc3)c(C(=O)N3CCCCC3)[nH]c2c1
-1.3%,S=C(NC1CCCCC1)N[C@H]1CO[C@H]2[C@@H]1OC[C@@H]2n1nnnc1-c1ccc2c(c1)OCO2
29.9%,CSc1cccc(NC(=O)O[C@@H]2CC[C@]3(C)C(CC[C@@H](O)[C@H]3CC(=O)N3CC[C@H](NC(C)=O)C3)[C@]2(C)CO)c1 (stereo not given in full)
?,Cc1cc(C)cc(NC(=O)c2cc3n(n2)CC(c2ccc4c(c2)OCO4)OC3)c1 (stereo not given)
13.8%,COc1cc(C)ccc1OCc1ccc(C(N)=O)cc1
-2.8%,COc1cccc(CNC(=O)CCNS(=O)(=O)c2ccc3c(c2)oc(=O)n3C)c1
22.4%,CCOCCn1c(SCC(=O)OC)nc2c1c(=O)[nH]c(=O)n2C
22.4µM*,CN(C)C[C@@H]1CN(c2ncccn2)C[C@H]1NC(=O)Cc1ccsc1
-7.9%,CC(C)c1nnc(C2CN(C(=O)Cc3ccsc3)CC23CCOCC3)o1 (stereo not given)
?,O=C(Cn1c2ncccc2c(=O)n1-c1ccccc1)Nc1cccc(C(F)(F)F)c1
?,CN1CC(=O)N(c2ccc([N+](=O)[O-])cc2)Cc2c1ncnc2N1CCN(c2ncccn2)CC1
-28.7%,CCCn1c(CCC(=O)Nc2ccc(C)c(Cl)c2)nc2cccnc21
18.0%,COc1ccc(C)cc1CN1CCN(C(=O)Nc2ccc(F)cc2)CC1
7.2%&-18.5%,O=C(CCNS(=O)(=O)c1ccc2c(c1)CCN2C(=O)C1CC1)Nc1ccc(OC(F)(F)F)cc1
5.2%,COc1cc(C2c3c(-c4cc(C)cc(C)c4O)n[nH]c3C(=O)N2Cc2cccnc2)ccc1O (stereo not given)
16.2%,CCNC(=O)NC(=O)CN(CCC1CCCCC1)CC(N)=O
-12.3%,CNc1cc(C2CC(NS(=O)(=O)c3c(C)noc3C)C2)nc(N)n1 (stereo not given)
-12.5%,O=C(c1cn(CCCc2ccccc2)nn1)N1CCCC(c2ccccc2)CC1 (stereo not given)
25.5%,CCCCC1C(=O)N(C)CCN1C(=O)Cn1ncc(N(C)C)cc1=O (stereo not given)
?,Cc1ccc2c(c1)c(=O)c(C(=O)c1ccncc1)cn2CC(=O)Nc1c(C)cccc1C

KDM5B inhibitor,compound
-8.4%,COC(=O)[C@@H](CC(C)C)NC(=O)[C@@H]1C[C@@H](n2nnc(C(N)=O)c2C(N)=O)CCN1C(=O)c1cccn1C
19.7%,CNc1nc2c(c(=O)n(C)c(=O)n2C)n1Cc1cccc(C)c1
-10.0%,COc1cccc(NC(=O)CCS(=O)(=O)c2ccc(Br)cc2)c1
?,CC(C)c1cc(NCCN2CCOCC2)n2c(nc3ccccc32)c1C#N
6.5%,O=C(c1n[nH]c2ccccc12)N1CC2CC(C1)[C@H]1CCCC(=O)N1C2 (stereo not given in full)
-12.7%,O=C(c1ccc[nH]c1=O)N1CCC2(CC1)NC(=O)N(Cc1ccc(Cl)cc1)C2=O
?,Cn1c(NCCO)nc2c(c1=O)C1(CCCCC1)Cc1ccccc1-2
-11.8%,COc1ccc(-c2noc(-c3cccn3CC(=O)Nc3cc(F)ccc3Cl)n2)cc1F
-24.1%,O=C(Cc1ccc(F)cc1)N1CCC2(CC1)CCN(CCc1ccccc1)c1ccccc1O2
39.8µM*,CNC(=O)c1cccc(-c2cnc(Nc3ccc4c(c3)OCCO4)c3c2CCO3)c1
14.5%,Cc1ccc(NC(=O)CSc2nc3ccccc3n2CCC#N)cc1C
25.1%,Cc1c(C(=O)N(C)C2CC(C)(C)NC(C)(C)C2)oc2c(F)cccc12
-13.7%[115 µM],COCCNC(=O)C[C@@H]1C[C@H]2O[C@H](CN)[C@@H](O)[C@H]2O1
-18.8%[86.2 µM],CC(C)NC(=O)N1CC[C@@H](CC(=O)O)[C@@H](CC2=NCCc3cc(F)ccc32)C1
-3.7%,Cc1ccc(NC(=O)CN2C(=O)C3(SCC(=O)N3c3ccc(F)c(F)c3)c3ccccc32)c(C)c1 (stereo not given)
?,CC(=O)N1CCC(C(=O)NC2CCCN(c3cc(-c4ccc(Cl)cc4)[nH]n3)C2)CC1 (stereo not given)
-9.4%,CCOc1ccc(-c2nnc(SCC(=O)NC3CCCCC3)nc2-c2ccc(OCC)cc2)cc1
-13.7%,O=C(COc1ccccc1F)Nc1ccc2nc(SCC(=O)N3CCc4ccccc43)sc2c1
?,COc1cccc(NC2=CC(c3ccc(C(C)C)cc3)N(c3cccc(OC)c3)C2=O)c1 (stereo not given)
12.2%,CCSc1nc(-c2ccc(Cl)cc2)nc2c1Cc1c(CO)cnc(C)c1O2
8.8%,COC(=O)c1ccc(CNC(=O)c2ccc3c(c2)CCCC3)cc1
35.5µM*,O=c1cc(-c2cccnc2)oc2c(-c3cccc(CO)c3)nccc12

Assay outcomes as filed in PubChem BioAssay.

Some of the compounds tested, so the mix of outcomes need not match the whole.
